Assay outcomes (PubChem BioAssay)
LYP phosphatase – inhibition of human PTPN22 tyrosine phosphatase – biochemical, DiFMUP fluorescence, recombinant catalytic domain, 10 µM, primary screen (AID 606); one-dose inhibition, % at 10 µM; IC50 in µM for titrated hits; 52,000 tested, under 10 active; recombinant LYP catalytic domain, DiFMUP fluorescence; higher % means a stronger effect;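 active = IC50 under 40 µM in the dose-response test; inactive = IC50 of 40 µM or more, or never dose-tested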
TNAP inhibition – human TNAP enzyme inhibitors, biochemical, luminescent (AID 518); purified TNAP enzyme, luminescent substrate readout; higher % means a stronger effect; one-dose inhibition, % at 20 µM; IC50 in µM for titrated hits; 0.09% of 64,000 active; in the data active = a potency from the dose series; inactive = the rest, 99 in 100 with inhibition below about 22%;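 note: plate controls were vehicle for no effect and reference inhibitor for full effect; many of its hits are not listed in these tables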
HPDE-C7 viability – cytotoxicity in HPDE-C7 cells, cell-based, fluorescence, HTS (AID 430) | HPDE-C7 pancreatic duct cells viability, fluorescence; higher % means a stronger effect | one-dose cytotoxicity, % at 10 µM; EC50 in µM for titrated hits | 1.8% of 63,000 active;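 note: cells exposed to compound for 48 hours before viability readout; 0% = vehicle and 100% = reference cytotoxic drug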
Spn MK inh – S. pneumoniae mevalonate kinase inhibition | 0.48% of 65,000 active | purified MK, PK/LDH-coupled NADH absorbance 340 nm | inhibition, % at 10 µM;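 active = ranked among the strongest by inhibition in the single 10 µM screen, a fixed top-ranked set picked for dose follow-up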; note: no value below 0 was filed
PMK inhibit – S. pneumoniae PMK inhibition; purified PMK, PK/LDH-coupled NADH absorbance 340 nm; inhibition, % at 10 µM; 0.49% of 65,000 active;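 active = top-ranked compounds by inhibition in the single 10 µM screen, taking a fixed number of the strongest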;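 note: 0% = full reaction with DMSO carrier and 100% = background rate without enzyme reaction; no value below 0 was filed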
Spn DPM-DC inh – inhibitors of Streptococcus pneumoniae diphosphomevalonate decarboxylase; purified DPM-DC, PK/LDH coupled NADH fluorescence; calls only at 10 µM; 0.49% of 65,000 active; AID 556;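 active = the 320 compounds with the highest percent inhibition in the single-dose primary screen, excluding strongly autofluorescent ones, cut at about 32% in these data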;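 note: kinetic rate of NADH fluorescence loss reporting ADP formed by the decarboxylase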
Bfl-1 inhibitors – Bfl-1 inhibitors, primary screen, biochemical, fluorescence polarization, FITC-Bid, mouse (AID 432); 0.02% of 64,000 active; FITC-Bid BH3 peptide fluorescence polarization displacement; higher % means a stronger effect; displacement, % at 20 µM, or IC50 in µM where a hit was titrated; in the data active = a potency from the dose series; inactive = the rest, 99 in 100 with displacement below about 15%; note: strong numbers were not always called active
HT1080 viability – HT1080 cell viability loss – fluorescence readout (AID 620). HT1080 viability, fluorescence; higher % means a stronger effect. cytotoxicity, % at 10 µM; hits with a dose series show EC50 in µM. 0.42% of 87,000 active;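 note: cells exposed to compound overnight then 4 h with Alamar Blue; 0% = vehicle DMSO and 100% = killing control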
HPDE-C7K KRASV12 – viability loss of HPDE-C7K cells – cell-based, fluorescence, HTS, primary screen (AID 431). HPDE-C7K KRASV12 cells, Alamar Blue viability, 48 h; higher % means a stronger effect. cytotoxicity, % at 10 µM; hits with a dose series show EC50 in µM. 1.7% of 63,000 active;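 active = compounds whose percent cytotoxicity in the single-dose primary screen, scaled between solvent and toxic-drug controls, exceeds 50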;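 note: 0% = DMSO solvent wells and 100% = doxorubicin-treated wells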
PMK inhibit pilot replicates – also measured in PMK inhibit; calls as there; inhibition, %; measured here: pilot screen replicates
Spn MK inh pilot replicates – further read-out of Spn MK inh, marked with its call; inhibition, %; measured here: pilot screen replicates
Spn DPM-DC inh pilot screen % – recorded beside Spn DPM-DC inh, whose call it bears; inhibition, %; measured here: pilot screen trials
Active calls of the source: *; i = inactive; nt = no result given. Cut-off read from the data, not from the text of the source, unless noted: active = cytotoxicity above about 50%; inactive = the rest.

SMILES	LYP phosphatase	TNAP inhibition	HPDE-C7 viability	Spn MK inh	PMK inhibit	Spn DPM-DC inh	Bfl-1 inhibitors	HT1080 viability	HPDE-C7K KRASV12	others
CC(=O)c1c(N2CCN(c3ccccc3)CC2)nc(=S)n(-c2ccccc2)c1C	3%	-1%	nt	6	16	i	-4%	-2%	nt
O=C(CCCC(=O)N(CC(=O)NC1CCCC1)Cc1ccc(F)cc1)Nc1ccccn1	nt	13%	4%	0	6	i	-11%	-12%	15%
CCOc1cc(NC(=O)c2ccco2)c(OCC)cc1NC(=O)CCC(=O)NCc1cccnc1	nt	11%	33%	9	14	i	1%	4%	34%	PMK inhibit pilot replicates=3.0;Spn MK inh pilot replicates=1.5;Spn DPM-DC inh pilot screen %=0.5
CCOC(=O)C(C(=O)OCC)C(CC(=O)C1CC1)c1ccccc1 (stereo not drawn)	9%	8%	-26%	0	1	i	-3%	-4%	-16%
COC(=O)Nc1ccc2c(c1)ncn2C1CCCCC1	2%	1%	-6%	0	14	i	-3%	38%	-4%
CC(NC(=O)OC(C)(C)C)C(=O)N1CCCC1C(=O)NC(Cc1ccccc1)C(N)=O (stereo not drawn)	4%	-5%	-33%	0	14	i	17%	7%	0%	PMK inhibit pilot replicates=2.5;Spn MK inh pilot replicates=0.0;Spn DPM-DC inh pilot screen %=6.0
COC(=O)C1=CN(C)C=C(C(=O)OC)C1c1ccc(O)c(OC)c1	-3%	8%	2%	6	2	i	3%	-3%	-2%	PMK inhibit pilot replicates=1.0;Spn MK inh pilot replicates=0.0;Spn DPM-DC inh pilot screen %=6.5
Cn1cc(S(=O)(=O)N2CCc3ccccc3C2)c(=O)n(C)c1=O	2%	6%	-6%	7	0	i	-2%	4%	11%
CCN(CC)S(=O)(=O)c1cc(C(=O)Nc2nncs2)c(Cl)cc1Cl	8%	10%	14µM*	6	0	i	-4%	-4%	nt
O=C1NCCCC1C(=O)Nc1cccc(C(F)(F)F)c1 (stereo not drawn)	nt	6%	-20%	nt	7	i	0%	4%	-14%
O=C(COc1nnnc2ccccc12)N1CCCc2ccccc21	5%	12%	-11%	4	15	i	3%	4%	-6%	PMK inhibit pilot replicates=2.5;Spn MK inh pilot replicates=0.0;Spn DPM-DC inh pilot screen %=2.5
CCOC(=O)N1CCN(CCC(=O)Nc2ccc(OC)cc2)CC1	nt	7%	-11%	5	0	i	-1%	nt	7%
COc1ccc(C2(O)CCN(C(=O)c3c(F)cccc3F)CC2)cc1	12%	9%	2%	2	15	i	8%	-11%	3%
CCOC(=O)N1CCN(C(=O)CSc2nnc(-c3ccc(Cl)s3)o2)CC1	10%	-1%	-8%	0	0	i	-3%	3%	-18%
Nc1nnc(-c2ccncc2)s1	nt	8%	-15%	4	17	nt	-4%	-2%	-22%
O=C(CCN1C(=O)COc2ccccc21)NCCN1CCN(c2ccccc2F)CC1	2%	10%	-5%	0	21	i	1%	8%	2%
Cc1ccc(C(=O)NC2CC(C)(C)NC(C)(C)C2)cc1C	nt	6%	6%	0	4	i	-4%	-4%	7%
CN(CC(O)COc1ccc(OCC(O)CN(C)C2CCCCC2)cc1)C1CCCCC1 (stereo not drawn)	7%	10%	8%	i	9	i	0%	9%	21%	PMK inhibit pilot replicates=0.0;Spn MK inh pilot replicates=3.5;Spn DPM-DC inh pilot screen %=2.0
Cn1c(=O)c2c(nc(Br)n2CCSc2nnnn2-c2ccccc2)n(C)c1=O	15%	11%	-15%	6	9	i	-2%	1%	0%	PMK inhibit pilot replicates=2.0;Spn MK inh pilot replicates=2.0;Spn DPM-DC inh pilot screen %=4.5
Cc1ccnc(NC(=O)c2ccc(NC(=O)c3ccco3)cc2)c1	5%	4%	4%	9	2	i	1%	6%	16%
COc1ccc(S(=O)(=O)N2CN(Cc3ccco3)c3nc4ccccc4nc32)cc1	nt	8%	-4%	3	10	i	6%	-2%	12%	PMK inhibit pilot replicates=0.5;Spn MK inh pilot replicates=0.5;Spn DPM-DC inh pilot screen %=0.0
COc1ccccc1N1CCN(C(=O)CN(Cc2ccccc2)S(C)(=O)=O)CC1	0%	7%	5%	3	5	i	1%	-7%	3%
CC(=O)NC(C(=O)NCC(N)=O)C(C)C (stereo not drawn)	0%	10%	-5%	11	12	i	2%	2%	10%	PMK inhibit pilot replicates=5.0;Spn MK inh pilot replicates=0.0;Spn DPM-DC inh pilot screen %=5.5
O=C(CN(c1ccc(F)cc1)S(=O)(=O)c1ccccc1)NCc1ccco1	-9%	7%	-2%	18	11	i	8%	-8%	-3%
O=C(Nc1nnc(-c2ccccc2)s1)c1ccc(Cl)c(S(=O)(=O)N2CCOCC2)c1	1%	11%	6%	0	5	i	-3%	-7%	14%
CCCCS(=O)(=O)C(=C1Nc2ccccc2N1)S(=O)(=O)CCCC	-11%	8%	-1%	13	26*	i	-6%	-2%	4%
CCOc1ccc(-n2c(SCC(N)=O)nc3c(c2=O)SCC3)cc1	-9%	-5%	5%	9	0	i	3%	8%	0%
CC1=Nn2c(nnc2C2CCCCC2)SC1	nt	8%	-14%	14	13	i	-14%	-1%	-19%
O=C(c1ccc2c(c1)OCO2)N(c1ccc(F)cc1)C1C=CS(=O)(=O)C1 (stereo not drawn)	6%	-1%	-16%	6	15	i	1%	4%	-20%
Cc1ccc(NCc2nnc(SCCN3CCCCC3)n2CC2CCCO2)c(C)c1 (stereo not drawn)	5%	6%	-8%	0	20	i	5%	0%	7%
CCN1C(=O)/C(=C2\SC(=S)N(CCCOC)C2=O)c2ccccc21	nt	14%	1%	8	5	i	2%	6%	-2%
c1ccc(-c2noc(CSc3nnnn3C3CCCCC3)n2)cc1	nt	2%	-1%	8	6	i	-2%	-10%	-3%
N#C/C(=C\c1cccs1)Sc1nc2ccccc2s1	-3%	16%	17µM*	4	0	i	-10%	-1%	16µM*
CCc1nc(N2CCN(C(=O)c3ccco3)CC2)c2oc3ccccc3c2n1	20%	14%	22%	15	9	i	-12%	-2%	23%
O=C(O)CC(c1ccccc1)n1cnnn1 (stereo not drawn)	4%	4%	-3%	16	0	i	-3%	1%	2%
Cc1cc(N(C(=O)c2ccco2)C(C(=O)NC2CCCCC2)c2ccccc2)ccc1-n1cnnn1 (stereo not drawn)	nt	9%	9%	4	4	i	0%	-9%	4%

Reprinted at random: two entries already listed
SMILES	LYP phosphatase	TNAP inhibition	HPDE-C7 viability	Spn MK inh	PMK inhibit	Spn DPM-DC inh	Bfl-1 inhibitors	HT1080 viability	HPDE-C7K KRASV12	others
COC(=O)Nc1ccc2c(c1)ncn2C1CCCCC1	2%	1%	-6%	0	14	i	-3%	38%	-4%
c1ccc(-c2noc(CSc3nnnn3C3CCCCC3)n2)cc1	nt	2%	-1%	8	6	i	-2%	-10%	-3%

Following part.
SMILES	LYP phosphatase	TNAP inhibition	HPDE-C7 viability	Spn MK inh	PMK inhibit	Spn DPM-DC inh	Bfl-1 inhibitors	HT1080 viability	HPDE-C7K KRASV12	others
O=C(O)CCCc1nc2ccccc2s1	-3%	6%	4%	2	0	i	1%	-1%	-8%
Cc1ccc(Cn2c(=O)c3ccccc3n3c(CCC(=O)O)nnc23)cc1	11%	18%	23%	11	0	i	0%	4%	16%	PMK inhibit pilot replicates=1.0;Spn MK inh pilot replicates=2.5;Spn DPM-DC inh pilot screen %=0.5
CCN(CC)c1ccc2cc(-c3nc4ccccc4n3C)c(=O)oc2c1	nt	-65%	67%*	5	4	nt	4%	62%*	53%*
COC(=O)C1CCN(C(=O)c2ccccc2NC(C)=O)CC1	17%	8%	12%	5	9	i	-3%	2%	9%
Cn1cnc2c1c(=O)n(Cc1cccc(Br)c1)c(=O)n2C	7%	1%	10%	9	5	i	-8%	10%	4%	PMK inhibit pilot replicates=0.5;Spn MK inh pilot replicates=0.0;Spn DPM-DC inh pilot screen %=1.0
Cc1csc(NC(=O)C2CCCN2C(=O)OCC(C)C)n1 (stereo not drawn)	8%	9%	-14%	0	8	i	-5%	0%	-8%
O=C(c1ccccc1)N1CCN(c2ccccc2F)CC1	nt	7%	-6%	2	9	i	-6%	3%	-10%
O=C(Cn1cnc2c(cnn2-c2ccccc2Cl)c1=O)N1CCc2ccccc21	8%	7%	-7%	6	14	i	-8%	-10%	-5%
Oc1[nH]c2ccccc2c1OCc1ccncc1	nt	6%	-14%	5	12	i	-5%	0%	8%
O=C1CCn2nc(-c3ccc(Cl)cc3)cc2N1	-2%	11%	0%	6	0	i	2%	4%	-6%	PMK inhibit pilot replicates=0.0;Spn MK inh pilot replicates=1.0;Spn DPM-DC inh pilot screen %=0.0
CCn1c(CCCNC(=O)c2cccs2)nc2ccccc21	nt	9%	-33%	9	0	i	-2%	-2%	-17%
CCn1c(COc2ccc3c(c2)CCCC3)nnc1SCC(=O)Nc1nccs1	15%	18%	-14%	10	8	i	0%	-1%	-12%
Cc1cc(=O)[nH]c(=S)[nH]1	17%	nt	nt	0	0	i	nt	-6%	nt
Cn1c(C(=O)N2CCN(Cc3ccccc3)CC2)cc2c(=O)n(C)c3ccccc3c21	6%	11%	15%	15	17	i	0%	17%	16%
CCC(=O)N(Cc1cc2c(C)cc(C)cc2[nH]c1=O)C1CCCCC1	nt	10%	-13%	9	15	i	2%	2%	-20%
CC(C)N(C(=O)CSc1nn2c(=O)c(C(C)(C)C)nnc2s1)c1ccccc1	2%	15%	-18%	11	6	i	-7%	-13%	-13%
COc1ccc2c(-c3ccccc3)cc(N3CCOCC3)nc2c1	4%	3%	20%	21	7	i	-6%	-3%	24%
CN(C)c1ccc(C(=S)N2CCOCC2)cc1Br	-1%	-6%	-14%	1	0	i	-4%	-7%	-32%
O=C(Nc1nc2ccccc2[nH]1)C1CC(=O)N(c2ccc3c(c2)OCCO3)C1 (stereo not drawn)	-3%	13%	7%	6	10	i	0%	-4%	16%
Cn1c(=O)[nH]c(=O)c2c1nc(N1CCOCC1)n2CC(O)COc1ccc2ccccc2c1 (stereo not drawn)	-2%	17%	5%	11	10	i	-1%	3%	14%	PMK inhibit pilot replicates=3.5;Spn MK inh pilot replicates=0.0;Spn DPM-DC inh pilot screen %=0.0
O=c1c2nnn(Cc3ccccc3)c2ncn1C/C=C/c1ccccc1	3%	4%	-4%	5	0	i	3%	2%	1%
COc1ccc(S(=O)(=O)N2CCN(C(=O)c3cccs3)CC2)cc1OC	8%	5%	2%	7	4	i	-3%	-2%	-1%
O=C(NC1CCCC1)C1CC(=O)N(CCc2ccccc2)C1 (stereo not drawn)	nt	7%	-4%	6	12	i	1%	28%	5%
COC(=O)c1ccccc1S(=O)(=O)N(CCCN1CCOCC1)Cc1cccs1	5%	8%	-24%	31	4	i	3%	0%	-14%	PMK inhibit pilot replicates=1.0;Spn MK inh pilot replicates=3.5;Spn DPM-DC inh pilot screen %=6.0
CC(C)c1[nH]nc2c1C(c1ccc(OC(=O)c3ccco3)cc1)C(C#N)=C(N)O2 (stereo not drawn)	13%	29%	-5%	8	10	i	4%	1%	-10%
CCOC(=O)N1CCN(C(=O)CSc2ncccn2)CC1	7%	6%	-1%	4	7	i	-10%	20%	6%
CC(C)(C)NC(=O)C(c1ccco1)N(Cc1ccc(F)cc1)C(=O)c1snc(C(N)=O)c1N (stereo not drawn)	nt	11%	-18%	0	15	i	3%	-14%	-22%
COc1ccccc1-c1nn2c(-c3ccco3)nnc2s1	8%	11%	6%	10	4	i	-5%	6%	8%
